# AmpC no deterg: blocks E. coli AmpC beta-lactamase in detergent-free assay; P00811; AmpC nitrocefin hydrolysis, absorbance 480 nm, 0.0001% Triton; Potency, µM (titrated, usually from 57.1 µM), without a hit: at the top dose activity change, negative = inhibition, usual class: inhibitors; hit rate 0.52% among 330,000; AID 485341;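 further: potency means the concentration at half of the fitted maximal effect; plate controls were no compound for no effect and no enzyme for full effect; nearly all actives have a fitted effect of over 20% in size; some results filed as inactive show a strong effect at the top dose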
# Target sequence (P00811 whole entry, looked up): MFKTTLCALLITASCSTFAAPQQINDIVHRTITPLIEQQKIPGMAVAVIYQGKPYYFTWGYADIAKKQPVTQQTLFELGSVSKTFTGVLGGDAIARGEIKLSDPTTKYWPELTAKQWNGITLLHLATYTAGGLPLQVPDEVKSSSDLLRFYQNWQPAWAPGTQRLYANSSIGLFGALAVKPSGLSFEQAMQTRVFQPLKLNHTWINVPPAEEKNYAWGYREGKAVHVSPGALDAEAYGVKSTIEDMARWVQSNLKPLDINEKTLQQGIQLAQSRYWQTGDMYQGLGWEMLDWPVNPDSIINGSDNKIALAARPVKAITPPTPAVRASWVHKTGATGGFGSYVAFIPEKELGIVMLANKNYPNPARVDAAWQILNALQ
#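 20 mM phosphate pH 7.0 + 0.01% (detergent screen) or 0.0001% Triton X-100; 5.3 nM AmpC reagent; cpd preinc 15 min RT; nitrocefin (800 uM stock) to start; A480 q20 s × 4 min; Activity was normalised to no-enzyme and no-compound control wells.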
# TbPYK inhibitor: blocks Trypanosoma brucei pyruvate kinase; Q57TT1; TbPYK enzyme, Kinase-Glo Plus ATP luminescence, 45 min; Potency, µM (highest dose often 76.8 µM), without a hit: at the top dose activity, negative = inhibition, usual class: inhibitors; hit rate 0.12% among 410,000; AID 624173; further: potency means the concentration at half of the fitted maximal effect; on the % scale 0 is the no-effect control and ±100 the full control effect; nearly all actives have a fitted effect of over 50% in size
#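 In this concentration-response screen, enzyme-free wells defined baseline while DMSO plates tracked drift. Each reaction combined TbPYK, substrate, compound and 130 uM ADP for 45 min at room temperature. Kinase-Glo Plus luminescence gave the signal.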
# Shiga inhibitor: inhibitors of Shiga toxin in Vero cells | AID 2315 | hit rate 9.2% among 290,000 | Vero cells, Shiga toxin protein synthesis inhibition reporter | inhibition, % at 38.7 µM; in the data active means inhibition mostly above about 28%, no sharp cut-off; inactive means mostly below about 43%; further: 0% is about no effect
# LmPK inh: LmPK (Leishmania mexicana) enzyme inhibition; purified LmPK, Kinase-Glo ATP luminescence, 1 h; Potency, µM (top dose mostly 57.5 µM), for inactives: top-dose activity change, negative = inhibition, hits mostly inhibitors; hit rate 0.37% among 290,000; AID 1721; further: potency means the concentration at half of the fitted maximal effect; on the % scale 0 is the no-effect control and ±100 the full control effect
# Target sequence (Q27686 whole entry, looked up): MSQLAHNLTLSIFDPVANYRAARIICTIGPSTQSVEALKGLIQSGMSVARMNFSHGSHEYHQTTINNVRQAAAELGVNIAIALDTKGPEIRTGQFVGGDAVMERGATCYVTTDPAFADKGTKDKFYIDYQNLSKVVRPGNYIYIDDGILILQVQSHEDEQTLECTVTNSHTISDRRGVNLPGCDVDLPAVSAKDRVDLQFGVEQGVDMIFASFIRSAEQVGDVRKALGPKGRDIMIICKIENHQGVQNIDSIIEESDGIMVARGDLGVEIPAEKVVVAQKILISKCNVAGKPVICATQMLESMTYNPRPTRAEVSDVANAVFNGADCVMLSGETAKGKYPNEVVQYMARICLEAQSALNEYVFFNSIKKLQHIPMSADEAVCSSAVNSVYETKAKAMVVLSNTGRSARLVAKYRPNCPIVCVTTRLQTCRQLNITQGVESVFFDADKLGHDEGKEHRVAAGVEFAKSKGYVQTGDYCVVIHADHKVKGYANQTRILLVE
#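 Kinase-Glo luminescence read after 1 h RT reaction of 0.1 nM LmPK with 0.5 mM PEP and 0.1 mM ADP. Activity scaled between uninhibited and enzyme-free controls.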
# Pf growth 96h: inhibits malaria parasite growth, 96 h. P. falciparum luciferase reporter growth, 96 h. hit rate 6.9% among 320,000. AID 504834. Potency, µM (series often up to 28.7 µM), without a hit: top-dose activity change, negative = inhibition, most hits filed as inhibitors; further: potency means the concentration at half of the fitted maximal effect; on the % scale 0 is the no-effect control and ±100 the full control effect
#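 Two-generation exposure (96 h) targets delayed-death phenotype. Reporter parasites carrying integrated firefly luciferase, in red cells at 2% hematocrit and 0.05% parasitemia final, kept at 37 C, 5% CO2; luminescence loss indicates inhibition.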
# Pf growth 48h: P. falciparum growth inhibition at 48 hours (one generation) | P. falciparum luciferase growth in erythrocytes, 48 h | AID 504832 | Potency, µM (doses to about 28.7 µM), inactives show at the highest dose activity change, negative = inhibition, usual class: inhibitors | hit rate 5.9% among 310,000; further: potency means the concentration at half of the fitted maximal effect; on the % scale 0 is the no-effect control and ±100 the full control effect
#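 Luciferase-expressing P. falciparum in infected erythrocytes (2% hematocrit, 0.1% parasitemia final) in RPMI 1640/0.5% Albumax were exposed to compound for 48 hours at 37 C, 5% CO2; growth read as luminescence.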
# Cycloheximide cs: counter-screen for Shiga toxin inhibitors: cycloheximide protein synthesis inhibition. cell reporter, cycloheximide protein synthesis inhibition counterscreen. max response, %. hit rate 12% among 300,000; in the data active means max response mostly above about 13%, no sharp cut-off; inactive means mostly below about 14%; further: read at 38.3 µM for the half of the compounds with a filed dose; 0% is about no effect
# The depositor's hits bear a star; ? = inconclusive; . = no result given; & = joins results of further samples; [ ] = remark or other dose. Unless noted, the call rests on the fitted dose curve; in most records, active means well fitted curve in the direction sought with a large enough effect; inconclusive means small, poorly fitted or top-dose-only effect, or another doubt; inactive means no such curve, though single readings can be large; an effect the other way counts as inactive or inconclusive. Outcome played no part in choosing rows. Share with any hit: about 22%.
smiles	AmpC no deterg	TbPYK inhibitor	Shiga inhibitor	LmPK inh	Pf growth 96h	Pf growth 48h	Cycloheximide cs
N#Cc1nc(-c2ccco2)oc1NCCN1CCOCC1	-10%	2%	-9	2%	-5%[5.75 µM]	7%	0
COc1ccc(S(=O)(=O)CCC(=O)N2CC(=O)N(CCc3ccccc3)C(=O)C2)cc1	26%	-33%	-23	1%	?	-3%	-7
O=C(NCc1ccccn1)c1ccc(OC2CCN(Cc3cccs3)CC2)cc1	8%	2%	-8	-4%	4%	-8%	2
Nc1nonc1-c1nc2ccccc2[nH]1	-17%	2%	23	-4%	.	20%	9
CC1CCCCN1CCNC(=O)C1CCCN(c2ncnc3c2nc2n3CCCCC2)C1 (stereo not given)	21%	-4%	-1	-4%	?	?	-2
Cc1cc(C)n(CC(=O)n2c3c(c4ccccc42)CCCC3)n1	4%	-4%	13	-1%	113%[activator]	34%[activator]	-1
O=P(O)(O)OP(=O)(O)OP(=O)(O)O	.	10%	.	.	7%	4%	.
CCCS(=O)(=O)N1CCCC(C(=O)N2CCC(Cc3ccccc3)CC2)C1 (stereo not given)	157%[activator]	7%	-9	5%	55%[activator]	-22%	-4
CCN(CC)S(=O)(=O)c1cc([N+](=O)[O-])ccc1NNC(=O)Nc1ccc(F)cc1	-47%	.	-18	7%	?	.	-2
CC1(C)C(C=C(Cl)Cl)C1C(=O)OCc1cccc(Oc2ccccc2)c1 (stereo not given)	-15%	3%&5%	-2	.	?	?	2
CN(CC(=O)Nc1cccc(F)c1)C(=O)c1cccc2ccccc12	-25%	5%	.	.	?	?	.
COc1ccc(NC(=O)c2cc3ccccn3n2)cc1	-20%	-2%	159	-6%	5%	.	40*
O=C(CSC1CC(=O)N(CCc2ccccc2)C1=O)Nc1cccc(Cl)c1 (stereo not given)	22%	-1%	-1	0%	9%	?	7
CCOC(=O)C(C(=O)NCc1ccc(F)cc1)c1ncc(C(F)(F)F)cc1Cl (stereo not given)	7%	2%	12	1%	76%[activator]	?	17*
CC(=O)Nc1cccc(NC(=O)CS(=O)(=O)c2cn(CC(=O)N3CCCC3)c3ccccc23)c1	-3%	-15%	2	-10%	-28%	-16%	-2
CC(=O)NC1(C(F)(F)F)C(=O)NC(C)=C1C#N (stereo not given)	-5%	1%	-15	3%	0%	-5%	0
O=C1[C@@H]2Cc3c([nH]c4ccccc34)C(c3ccc(Cl)cc3)N2C(=O)CN1CCO (stereo not given in full)	82%[activator]	-10%	18	1%	10%	?	-4
O=C1CC(c2ccccc2)CC(O)=C1C=NC1CCCCCC1 (stereo not given)	-9%	-2%	-11	-4%	127%[activator]	?	18
C/C(=C\c1cccc(Cl)c1Cl)C(=O)c1c(C)cc(C)[nH]c1=O	-1%	-1%	-16	-1%	19µM*	0%	-3
COCCCNC(=O)Cc1ccccc1OC	-18%	-7%	34	-10%	2%	4%	6
CCOc1ccc(NC(=O)c2ccc3c(c2)OCCO3)cc1S(=O)(=O)N(CC)CC	-34%	2%	.	.	13µM*	13µM*	.
O=[N+]([O-])c1cc(S(=O)(=O)N2CCCC2)ccc1OCCOc1ccccc1	-12%	-9%	.	.	?	-18%	.
O=C(OC1CCCCC1=O)c1cccc(S(=O)(=O)NCc2ccccc2)c1 (stereo not given)	-21%	2%	-8	-2%	27%	1%	-6
COc1ccccc1-n1c(=O)[nH]c2c(C(N)=O)nc(-c3cccnc3)nc21	-18%	-1%	-4	-1%	?	16%	2
O=S(=O)(c1ccccc1)n1ccc2cccnc21	27%	-20%	-14	6%	-5%	-8%	-1
Cc1ccc(C(=O)c2coc3ccc(O)c(CN4CCN(C)CC4)c23)cc1	23%	-3%	73*	-4%	32%[activator]	3.7µM*	15*
CCOC(=O)c1ccccc1NC(=O)CSc1nncn1C	-6%	6%	-1	-8%	13%	17%	6
CC(=O)C1=C(O)C(=O)N(c2ccccn2)C1c1ccc(C)cc1 (stereo not given)	-2%	-14%	15	0%	0.37µM*	4%	12
Cc1cccc(NC(=O)CN(C)C(=O)/C=C/c2ccccc2)c1C	-11%	3%	.	.	40%[activator]	8%	.
NC(=O)C1(N2CCCCC2)CCN(C(=S)Nc2ccc(Cl)cc2)CC1	-10%	3%	-12	-8%	-2%	-14%	-3
Cc1ccc(CC(=O)NCCc2ccc(S(N)(=O)=O)cc2)cc1	-22%	-18%	-6	-2%	0%	6%	-2
CC(C)(C)c1ccc(C(=O)Nc2ccc(C(=O)N3CCOCC3)cc2)cc1	80%[activator]	-2%	8	0%	?	?	-2
CCOc1ccc(C(C)C)cc1S(=O)(=O)n1ccnc1C	4%[2.29 µM]	1%	-12	2%	-35%[1.15 µM]	?	-2
COc1cccc(NC(=O)/C=C/c2ccccc2[N+](=O)[O-])c1	-32%	-30%	74*	?	?	168%[activator]	61*
Cc1ccc2nsnc2c1S(=O)(=O)NC1CC1	-11%	4%	-6	2%	-9%	7%	-1
O=C(NC1CCN(Cc2ccccc2Cl)CC1)c1ccccc1	-11%	3%	-1	-1%	?	?	-2
Cc1ccc(SCC(=O)OCC(=O)N(CC(C)C)c2c(N)n(Cc3ccccc3)c(=O)[nH]c2=O)c(C)c1	-22%	-9%	.	.	-17%	53%[activator]	.
N#CCc1ccc(C(=O)c2ccccc2)s1	?	0%	44	2%	10%	9%	18*
COc1ccc(C)cc1S(=O)(=O)N1CCN(c2ccccc2)CC1	-12%	4%	.	0%	2%	-18%	1
O=C1N=C(N2CCN(c3ccccc3)CC2)SC1Cc1ccccc1 (stereo not given)	1%	-3%	32	-1%	?	-16%	14*
CC(C)C(=O)Nc1ccc(NC(=O)c2cccs2)cn1	-16%	-4%	114*	-13%	0%	127%[activator]	50*
O=C(COC(=O)c1ccc(NS(=O)(=O)c2cccs2)cc1)Nc1nc2c(F)c(F)c(F)cc2s1	20µM*	-12%	-6	0%	18%	-2%	-1
CCN(CC)S(=O)(=O)c1ccc2[nH]cc(C(=O)NCCC3=CCCCC3)c(=O)c2c1	-6%	5%	-11	5%	-29%	8.3µM*	4
CSc1nc(NC(C)=O)nc(C)c1Cl	-8%	-12%	-6	0%	3%	4%	-2
COC(=O)CC1C(=O)NCCN1C(=O)CSc1nc2ccc([N+](=O)[O-])cc2s1 (stereo not given)	-6%	-5%	-12	-5%	?	10µM*	3
O=C(NCc1ccc(Cl)s1)c1cc(COc2c(F)cccc2F)on1	-28%	-15%	8	0%	?	36%[activator]	-1
Cc1c(Oc2ccc(C(F)(F)F)cc2[N+](=O)[O-])ccc2c3c(c(=O)oc12)CCC3	-15%	-3%	-16	2%	-98%	?	-8
CCc1ccc(-c2cc(C(=O)O)c3ccccc3n2)s1	-19%	-6%	11	-2%	?	91%[activator]	12
Cc1ccc2[nH]c(=O)c(-c3noc(C(C)C)n3)cc2c1	-16%	0%	-2	0%	38%[activator]	.	-2
O=C(O)c1ccc(S(=O)(=O)NCc2ccc3c(c2)OCO3)cc1	-13%	1%	-2	1%	29%	6%	-4

# Entries of single compounds as entered above. Order of screens: AmpC no deterg | TbPYK inhibitor | Shiga inhibitor | LmPK inh | Pf growth 96h | Pf growth 48h | Cycloheximide cs
# CC(=O)C1=C(O)C(=O)N(c2ccccn2)C1c1ccc(C)cc1 (stereo not given) reads -2% | -14% | 15 | 0% | 0.37µM* | 4% | 12
# CCOC(=O)c1ccccc1NC(=O)CSc1nncn1C reads -6% | 6% | -1 | -8% | 13% | 17% | 6

# (next part)
smiles	AmpC no deterg	TbPYK inhibitor	Shiga inhibitor	LmPK inh	Pf growth 96h	Pf growth 48h	Cycloheximide cs
CC1(C)CC(=O)C2=C(C1)NC(SCC(=O)Nc1ccccc1)=C(C#N)C21CCCCC1	-28%	-9%	-22	4%	?	.	-1
O=C(/C=C/Nc1ccc([N+](=O)[O-])cc1Br)c1cccc2ccccc12	?	-6%	42	-19%	400%[activator]	204%[activator]	20*
Cc1ccc(-c2csc3nc(C)n(-n4cccc4)c(=O)c23)o1	-15%	-12%	3	-5%	-2%	24%	-1
O=S(=O)(NCCC1=CCCCC1)c1cccc2nsnc12	-24%	1%	-21	4%	57%[activator]	3.7µM*	3
O=c1c2cn[nH]c2nc(SCc2ccc3c(c2)OCCO3)n1-c1ccccc1	1%	3%	-13	-7%	128%[activator]	.	2
CCOc1ccc(OCCOCCNCCOC)cc1	0%	24%	-5	-1%	?	3%	-6
CC(=O)N1CCSc2ccc(S(=O)(=O)N3CCC(C)CC3)cc21	59%	-3%	-12	-10%	?	2%	11
CCN(CC(=O)Nc1ccc(OC)cc1)C(=O)CSCc1c(C)noc1C	-6%	-6%	.	.	-19%	-22%	.
CCOC(=O)c1c(C)[nH]c(C(=O)C(Cc2ccccc2)N(C)C)c1C (stereo not given)	0%	4%	34	-1%	.	?	20*
COc1ccc(C(=O)c2c(C)c3ccccc3n2CC(O)CNC(C)C)cc1 (stereo not given)	78%[activator]	4%	-12	1%	?	12µM*	-7
Nc1ccc2nc(NC(=O)C3CCCCC3)sc2c1	-35%	1%	104*	-12%	6%	101%[activator]	57*
Cc1ccc(C2C(C#N)=C(N)SC(N)=C2C#N)c(C)c1	-54%	-5%	-2	9%	2%	?	-6
CC(C)(C)OC(=O)N1CCCC1C(=O)NC(Cc1ccccc1)C(=O)O (stereo not given)	-25%	-2%	29	7%	453%	-14%	1
NNC(=O)c1cc2c(s1)-c1cc(Cl)ccc1SC2	-17%	-3%	39	2%	-4%	9.3µM*	28*
O=P(OCC(F)(F)C(F)F)(N1CCOCC1)N1CCOCC1	-25%	0%	-6	2%	18%	8%	1
CCN(CC)C(=O)C1CCCN(C/C(C)=C/c2ccccc2)C1 (stereo not given)	15%	-12%	-12	-1%	?	9%	11
Cc1nnc(SCC(=O)Nc2cc(C(F)(F)F)ccc2N2CCOCC2)o1	-15%	0%	-8	1%	.	-7%	1
FC(F)(F)c1nnc(N2CCN(c3ccc(Cl)cc3)CC2)s1	-10%	-5%	-7	1%	37%[activator]	-8%	14
CN(CC(=O)Nc1ccccc1Br)c1ncnc2sccc12	-16%	-1%	-12	1%	7%	4%	4
O=C(NNC(=S)NC1CC2C=CC1C2)c1ccncc1 (stereo not given)	-10%	-9%	32	1%	1%	-6%	-1

# An excerpt from above, reduced to LmPK inh, AmpC no deterg and Shiga inhibitor:
smiles | LmPK inh | AmpC no deterg | Shiga inhibitor
O=S(=O)(NCCC1=CCCCC1)c1cccc2nsnc12 | 4% | -24% | -21
Nc1ccc2nc(NC(=O)C3CCCCC3)sc2c1 | -12% | -35% | 104*
Cc1nnc(SCC(=O)Nc2cc(C(F)(F)F)ccc2N2CCOCC2)o1 | 1% | -15% | -8
O=C(/C=C/Nc1ccc([N+](=O)[O-])cc1Br)c1cccc2ccccc12 | -19% | ? | 42

# Screening data deposited in PubChem by National Center for Advancing Translational Sciences (NCATS).
